Source: PubChem BioAssay (National Center for Advancing Translational Sciences (NCATS))
AT treatment = potential ataxia-telangiectasia treatment; Potency, µM (series often up to 57.5 µM), inactives show top-dose activation, actives largely listed as activators; actives 0.19% (n = 320,000); AID 485349; […] A-T fibroblasts, KAP-1 phosphorylation AlphaLISA; neocarzinostatin DNA damage 30 min before lysis; further: potency means the concentration at half of the fitted maximal effect; % of control where 0% means no effect; nearly all actives have a fitted effect of over 45% in size
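hTERT-immortalized A-T patient fibroblasts ([…]), 500 cells/well in OPTI-MEM, 1% FBS, got compounds for 60 min, then NCS for 30 min at 37C. Lysates were then assayed for phospho-KAP-1 by AlphaLISA (anti-pKAP1 donor, anti-KAP1 acceptor beads), 6 hr at 25C.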
BCR signal inh = chronic active BCR signaling inhibition. actives 0.05% (n = 340,000). AID 493014. ABC-DLBCL IkBa-CBG/CBR reporter, luminescence ratio, 4 h. Potency, µM (top dose mostly 46.1 µM), without a hit: top-dose ratio change, negative = lower green/red ratio, actives largely listed as inhibitors; active means well fitted inhibition curve with a large enough effect in the signal ratio, with a control signal flat, not every such curve was filed as active; inconclusive means small, poorly fitted or top-dose-only effect, or effect the other way, or a change in a side signal; the % refers to the signal ratio;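 further: potency means the concentration at half of the fitted maximal effect; plate controls were basal doxycycline-induced cells for no effect and cells given 10 µM MG132 for full effect; MG132 reads +100%, hits lower the ratio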
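Doxycycline induced both beetle luciferases in TMD8 lymphoma cells; IKK-driven degradation limits the IkappaBalpha-fused green signal, while red luminescence normalises for cell number and nonspecific effects. Compounds tested up to 46 uM, 4 hrs.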
ASM inhibitor = human S-ASM enzyme inhibition; Potency, µM (titrated, usually from 57.5 µM), without a hit: at the top dose activity change, negative = inhibition, actives largely listed as inhibitors; placental ASM, HMU-PC fluorogenic substrate, 60 min; actives 0.006% (n = 340,000); AID 504937; P17405; further: potency means the concentration at half of the fitted maximal effect
Target sequence (P17405 47-631 limits assumed): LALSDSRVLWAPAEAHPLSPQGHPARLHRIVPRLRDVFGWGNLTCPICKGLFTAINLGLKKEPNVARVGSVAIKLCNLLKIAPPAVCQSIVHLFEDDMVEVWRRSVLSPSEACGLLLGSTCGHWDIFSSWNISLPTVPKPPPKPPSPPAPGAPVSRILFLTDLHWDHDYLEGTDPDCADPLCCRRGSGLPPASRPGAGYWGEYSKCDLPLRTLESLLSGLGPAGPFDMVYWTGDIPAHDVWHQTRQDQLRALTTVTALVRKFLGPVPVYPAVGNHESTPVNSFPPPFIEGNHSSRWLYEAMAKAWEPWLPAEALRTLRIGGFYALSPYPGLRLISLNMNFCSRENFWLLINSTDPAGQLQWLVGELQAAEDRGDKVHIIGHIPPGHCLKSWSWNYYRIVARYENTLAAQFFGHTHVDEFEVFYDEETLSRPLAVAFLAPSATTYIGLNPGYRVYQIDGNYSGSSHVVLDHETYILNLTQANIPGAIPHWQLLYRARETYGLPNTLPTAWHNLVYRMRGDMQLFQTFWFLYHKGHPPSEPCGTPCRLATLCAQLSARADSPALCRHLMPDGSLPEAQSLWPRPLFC
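Human placenta-derived ASM preincubated with compound 10 min at room temperature, then reacted with 9 uM (final) fluorogenic HMU-PC substrate for 60 min at 37 C. Stop solution raises pH to 10; fluorescence read at Ex 386/Em 447 nm.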
TCR activator = activates T cell receptor signaling; primary human leukocytes, anti-CD3, IL-2 HTRF, 48 h; Potency, µM (top dose mostly 9.22 µM), for the others: at the highest dose activation of IL-2 secretion, hits mostly activators; 330,000 tested, under 10 active; further: % of control where 0% means no effect
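HTRF read-out of IL-2 secretion: europium cryptate donor excited at 320nm, d2 acceptor emission at 665nm. Cells were primary human leukocytes incubated 48 hr with compounds and a-CD3 beads, supplying TCR signal only.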
Integrin act MD = activators of alpha7 integrin expression for muscular dystrophy. Potency, µM (doses to about 38.3 µM), for inactives: top-dose activation, hits mostly activators. AID 624291. alpha7betagal myoblasts, beta-gal FDG fluorescence, 48 h. actives 0.064% (n = 350,000);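 further: potency means the concentration at half of the fitted maximal effect; 100% = response of the positive control SU9516; nearly all actives have a fitted effect of over 60% in size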
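Alpha7betagal+/- myoblasts (passage 13) were plated 16-24 hr, then exposed to compounds (1:260 dilution of DMSO stock) for 48 hours at 37C. After MPER lysis, β-galactosidase reporter activity was read as FDG fluorescence (ex 480/em 540) after 30 minutes.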
Tb PFK inh = blocks T. brucei phosphofructokinase; Potency, µM (top dose mostly 57.5 µM), for the others: top-dose activity, negative = inhibition, hits mostly inhibitors; actives 0.17% (n = 330,000); AID 485367; T. brucei PFK, ADP-Glo luminescence; O15648;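 further: potency means the concentration at half of the fitted maximal effect; 0% = uninhibited 1x PFK enzyme wells and -100% = no-enzyme wells; nearly all actives have a fitted effect of over 60% in size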
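Activity is normalized to no-enzyme wells (full inhibition) and 1.25 nM enzyme wells (no inhibition). Reaction: 0.5 mM F6P, 0.1 mM ATP, 45 min RT, ADP-Glo luminescence; concentration-response curves fitted and classed by quality.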
Mito fusion act = inhibitors of mitochondrial division or activators of mitochondrial fusion. S. cerevisiae fusion-defective mutant growth rescue, CellTiterGlo 48 h. Potency, µM (top dose mostly 46.1 µM), inactives show at the top dose growth rescue (activation), hits mostly activators. actives 0.23% (n = 320,000);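 further: potency means the concentration at half of the fitted maximal effect; % of control where 0% means no effect; nearly all actives have a fitted effect of over 45% in size; temperature-sensitive fusion mutants such as fzo1-1 at 37 °C on non-fermentable ethanol glycerol medium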
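S. cerevisiae fusion-defective temperature-sensitive mutants (e.g. fzo1-1, mgm1-5) grown 48 h at 37C in YPEG (ethanol/glycerol non-fermentable) medium with 23 nl compound per well; growth rescue read as CellTiterGlo luminescence.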
Eya2 phos inh = inhibitors of human Eya2 phosphatase activity. Potency, µM (top dose mostly 76.9 µM), for inactives: top-dose activity, negative = inhibition, usual class: inhibitors. AID 488837. O00167. actives 0.006% (n = 330,000). recombinant Eya2, OMFP fluorescence dephosphorylation (OMFP is methylfluorescein phosphate); further: potency means the concentration at half of the fitted maximal effect; on the % scale 0 is the no-effect control and ±100 the full control effect
Target sequence (O00167 whole entry, looked up): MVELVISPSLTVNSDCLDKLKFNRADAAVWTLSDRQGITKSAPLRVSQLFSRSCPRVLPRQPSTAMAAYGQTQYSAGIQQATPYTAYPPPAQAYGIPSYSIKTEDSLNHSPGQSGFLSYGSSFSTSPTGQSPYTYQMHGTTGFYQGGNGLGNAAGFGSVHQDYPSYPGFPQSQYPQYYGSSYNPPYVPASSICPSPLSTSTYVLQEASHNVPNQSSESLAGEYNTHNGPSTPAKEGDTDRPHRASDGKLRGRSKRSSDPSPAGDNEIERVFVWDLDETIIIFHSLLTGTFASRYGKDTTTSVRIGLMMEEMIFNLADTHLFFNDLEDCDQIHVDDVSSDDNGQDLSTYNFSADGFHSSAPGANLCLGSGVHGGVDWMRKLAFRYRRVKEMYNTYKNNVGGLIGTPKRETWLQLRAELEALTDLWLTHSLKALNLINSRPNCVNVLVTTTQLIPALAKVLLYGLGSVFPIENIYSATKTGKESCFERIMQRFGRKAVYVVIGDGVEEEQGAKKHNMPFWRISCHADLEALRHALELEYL
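Eya2 (0.2 uM) preincubated 10 min at ambient with compound, then OMFP substrate added at 50 uM; 10 min reaction in 50 mM HEPES pH 7.5, 50 mM NaCl, 5 uM MgCl2, 0.05% BSA, 1 mM DTT. Fluorescence read at Ex 485/Em 525 nm.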
ELG1 DNA repair = inhibitors of ELG1-dependent DNA repair in HEK293T cells. actives 2.3% (n = 330,000). Potency, µM (top dose mostly 46.1 µM), inactives show top-dose activity change, negative = inhibition, usual class: inhibitors. HEK293T ELG1-luciferase reporter, luminescence, 16 h; DNA damage induced by 5-fluorouridine; further: potency means the concentration at half of the fitted maximal effect; on the % scale 0 is the no-effect control and ±100 the full control effect; nearly all actives have a fitted effect of over 55% in size
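HEK293T cells expressing luciferase-tagged ELG1 (2,000/well) received 5-Fluorouridine plus compound or DMSO for 16 hr at 37 °C. Luciferase was read by ONE-Glo luminescence after 30 min at room temperature.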
PTAP TSG101 blk = blocks PTAP/TSG101 interaction to inhibit HIV-1 budding. 340,000 tested, under 10 active. AID 493005. Fluorescence polarization, FITC-PTAP peptide / Tsg101 binding. Potency, µM (doses to about 115 µM), for the others: top-dose activity change, negative = inhibition, usual class: inhibitors. Q99816; active means well fitted inhibition curve with a large enough effect in the main read-out, with a control signal flat, not every such curve was filed as active; inconclusive means small, poorly fitted or top-dose-only effect, or effect the other way, or a change in a side signal; inactive means no such curve, though single readings can be large or run the other way; further: potency means the concentration at half of the fitted maximal effect; % of control where 0% means no effect
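Fluorescence polarization binding of Tsg101 binding domain (10 uM final) to FITC-labeled PTAP peptide (50 nM final) in HEPES pH 7.5 buffer with NaCl, Tween 20, EDTA, TCEP. Compounds added before peptide; binding 20 min at RT.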
TSHR antagonist = blocks TSH signaling through the human TSH receptor. P16473. TSHR-expressing cells, TSH-stimulated cAMP HTRF, 2 h; active compounds read low. activity change, negative = inhibition, % at 11.5 µM. actives 0.2% (n = 330,000);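 active means activity change below a set negative limit, meaning inhibition stronger than a set level, cut at about -70% in these data; inconclusive means activity change between two set negative limits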; further: on the % scale 0 is the no-effect control and ±100 the full control effect
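Freshly harvested TSHR cells receive pin-tooled compound, then EC80 TSH at 4nM final. After 2 hours at 37 deg C, antibody in lysis buffer and cAMP-d2 are added; 30 minutes at ambient temperature precede the HTRF read.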
* hit, by the source's call; ? = inconclusive; · = no result given; [ ] = another dose, or the depositor's remark. Unless noted, the call rests on the fitted dose curve; in most records, active means well fitted curve in the direction sought with a large enough effect; inconclusive means small, poorly fitted or top-dose-only effect, or another doubt; inactive means no such curve, though single readings can be large; an effect the other way counts as inactive or inconclusive.

SMILES | AT treatment | BCR signal inh | ASM inhibitor | TCR activator | Integrin act MD | Tb PFK inh | Mito fusion act | Eya2 phos inh | ELG1 DNA repair | PTAP TSG101 blk | TSHR antagonist
COC(=O)c1cccc(NC(=O)CN2C(=O)c3ccccc3C2=O)c1 | 9.5% | -0.9% | 21.1% | 4.7% | 16.0% | 3.9% | 1.4% | 3.6% | ? | -2.5% | -0.7
CCOC(=O)c1nccnc1C(=O)Nc1cccc(C(F)(F)F)c1 | -2.2% | 6.7% | 1.0% | -6.5% | 25.6% | 1.2% | 3.3% | -15.6% | -7.3% | 0.0% | -7.2
O=C(N/N=C/c1ccco1)c1cc(-c2cccs2)[nH]n1 | 3.1% | ? | -1.5% | -6.0%[46.1 µM] | -22.8% | 2.8% | -4.0% | -7.2% | 7.7% | -1.8% | -9.3
CCn1c(=O)n(CC)c2cc(N3CCCC3)c(NC(=O)c3ccc(F)cc3)cc21 | -2.5% | -14.1% | 4.9% | -0.4% | -11.6% | 0.6% | 12.4% | -17.3% | ? | -1.0% | 8.7
Nc1nc(N2CCCCC2)c(C=O)c(N2CCCCC2)n1 | 0.7% | 10.1% | 0.7% | -1.6% | -23.8% | 0.5% | 0.9% | 2.9% | 4.6% | 0.8% | -3.2
COc1ccc(CNC(=O)c2ccccc2NS(C)(=O)=O)cc1 | 1.3% | -6.2% | 3.3% | 5.0% | 0.0% | -7.9% | 1.7% | 10.8% | 2.2% | -0.4% | 2.9
CC1CC(C)CN(CC(=O)Nc2ccc(S(N)(=O)=O)cc2)C1 (configuration not stated) | 5.0% | -0.6% | 3.3% | 0.5% | -26.4% | -6.7% | 1.1% | 0.2% | 14.1% | -2.0% | -5.3
Cc1cc(C)c(OCCCCn2cnc3ccccc3c2=O)c(C)c1 | 2.7% | 5.1% | -4.2% | · | 3.2%[7.66 µM] | 3.5% | 3.7% | -7.6% | -0.3% | -4.6% | -2.0
CC(C)CCNC(=O)C(c1ccc(O)cc1)N(C(=O)C1COc2ccccc2O1)c1cccc(O)c1 (configuration not stated) | -2.0% | ? | -6.6% | 3.1% | -38.4% | -1.3% | 6.8% | -1.9% | ? | -4.0% | -4.2
CCOC(=O)c1nc(NCc2ccccc2)sc1C | 0.1% | ? | -1.5% | -0.5% | 5.7% | ? | 0.0% | -4.5% | ? | -1.3% | -0.5
Cc1cc(C)n(-c2cccc(C(=O)O)c2)n1 | -0.6% | 0.0% | -0.6% | · | 7.4% | 2.1% | 4.5% | 4.7% | 8.7% | -1.6% | -3.1
CC(C(=O)NC1=NCCS1)(C(F)(F)F)C(F)(F)F | -3.0% | ? | 0.2% | 1.2% | -32.4% | 0.4% | -3.1% | -24.7% | 20.4% | -2.6% | -3.1
Cn1c2ccccc2c2nnc(SCC(N)=O)nc21 | 6.7% | ? | -0.1% | 5.2% | ? | -3.4% | -3.7% | 12.6% | 0.0% | 0.7% | -5.1
Nc1cc(=O)[nH]c(SCC(=O)Nc2cc(S(=O)(=O)N3CCCCCC3)ccc2Cl)n1 | -3.5% | -5.6% | 0.5% | -0.5% | 7.7% | 7.1% | · | 0.0% | -8.2% | 2.1% | -1.4
CN(C)c1cccc2c(S(=O)(=O)N3CCOCC3)cccc12 | 8.4% | -23.9% | 5.0% | -1.6% | 3.0% | 3.1% | 2.6% | -2.0% | 4.0% | -0.1% | -4.1
O=C(O)Cc1ccc(C(=O)CSc2ccccc2)s1 | -1.2% | ? | 2.8% | 4.4% | -29.1% | -27.1% | -1.1% | 2.3% | 9.6% | 3.5% | 5.5
c1ccc(-c2noc(C3CCCCC3)n2)nc1 | 7.9% | -18.9% | -0.2% | 2.1% | 1.7% | -4.5% | -1.1% | -7.5% | ? | 0.0% | -4.2
C/C(=N\NC(=O)C(N)=O)c1cccc([N+](=O)[O-])c1 | -5.7% | -11.2% | 1.2% | 10.4% | ? | -21.1% | 4.4% | 7.3% | -3.6% | -4.6% | 2.7
CC(=O)c1ccc(N2CCN(CC(=O)Nc3cc(C)on3)CC2)cc1 | -1.7% | -2.4% | -4.0% | -4.2% | ? | -0.6% | 2.7% | -19.2% | 1.3% | -2.6% | -5.2
CCOC(=O)C(Oc1ccc(=O)[nH]n1)C(C)=O (configuration not stated) | 2.7% | 3.1% | 3.5% | -1.5% | 6.0% | 2.1% | -1.6% | 14.1% | 5.4% | -0.3% | 27.6
CO/C([O-])=N/c1c[n+](-c2ccc(Cl)cc2)no1 | 0.3% | 1.5% | -2.5% | -39.9% | 9.7% | -0.4% | -4.0% | 1.8% | ? | -4.5% | 0.8
CC1(C)CC(=O)C(C=NCCN2CCN(C(=S)Nc3ccccc3)CC2)=C(O)C1 | 2.0% | -1.0% | 4.2% | · | -20.8% | -2.1% | -3.6% | 4.0% | 10.6% | -8.5% | 11.9
Cc1ccc(C)c(S(=O)(=O)N2CCN(C(=O)CNC(=O)c3ccc4ccccc4c3)CC2)c1 | 6.2% | -4.1% | -1.2% | 3.3% | -25.5% | -4.3% | ? | 7.0% | ? | 5.5% | -8.8
COc1ccc(C(=O)NCc2cn3ccccc3n2)cc1 | -1.0% | 3.7% | 1.0% | 1.9% | 1.5% | 1.2% | -1.5% | 8.0% | ? | -2.0% | 10.7
CCCN1CCC(NC(=S)Nc2ccc(OC)c(OC)c2)CC1 | -2.6% | -0.6% | -2.9% | -3.0% | -6.5% | 6.4% | -6.5% | -13.2% | 4.8% | -2.1% | 3.4
CC(C)CC1NC(=O)N(CC(=O)c2ccc3c(c2)OCCO3)C1=O (configuration not stated) | -1.7% | -0.1% | -0.5% | 2.5% | -18.2% | -0.5% | -3.2% | 8.8% | ? | -6.6% | -0.6
Cc1oc2cc3oc(=O)c(CC(=O)NCCC(=O)O)c(C)c3cc2c1C | -3.4% | 4.0% | 44.2%[activator] | 1.1% | -9.8% | 0.0% | 3.1% | 2.8% | -3.3% | -1.1% | -8.6
COc1ccc(C(=O)N/C(=C\c2ccco2)C(=O)OCc2ccco2)cc1 | -4.5% | -4.0% | 2.1% | 5.9% | -0.4% | 3.0% | -5.8% | -16.7% | 0.0% | -0.7% | -1.6
Cc1nc2c(C)cccn2c(=O)c1NC(=O)c1ccco1 | -0.3% | -0.6% | -1.9% | 1.6% | 4.0% | 2.3% | -5.6% | -20.2% | 15.5% | 0.1% | 12.1
COc1cccc(CNC(=O)C2CCN(S(=O)(=O)c3ccc(C)cc3)CC2)c1 | 0.3% | 4.6% | -1.8% | -1.8% | 10.0% | 0.8% | 2.0% | 10.6% | -13.2% | -1.5% | -0.2
CC(C)OC(=O)Cn1nnc(-c2ccccc2)n1 | -2.0% | ? | -0.9% | 2.4% | 13.9% | -0.6% | 0.2% | -6.7% | -0.4% | -4.2% | -10.8
O=C(OCC(=O)N1CCc2ccccc2C1)c1c(F)cccc1Cl | 1.8% | ? | 1.8% | · | 20.9% | -18.3% | · | 1.1% | ? | -8.7% | 2.2
Cc1oncc1C(=O)NC1CCCCC1 | -1.9% | 1.3% | -0.5% | 1.9% | 0.0% | 0.1% | 4.0% | 0.1% | 0.2% | -3.0% | -1.0
CC(=O)c1ccc(-c2ccc(C(=O)NC3CCCCCC3)o2)cc1 | -5.2% | ? | -0.2% | 5.2% | ? | 1.2% | 1.3% | 6.7% | ? | -0.4% | -3.6
Cc1ccc(/C=N/N2CCN(C3c4ccccc4-c4ccccc43)CC2)o1 | 6.8% | 3.5% | -1.7% | -0.9% | -2.3% | -18.2% | 3.0% | 4.5% | -2.2% | -2.0% | -15.6
O=C(O)/C=C/C(=O)N(Cc1ccccc1)Cc1ccco1 | -4.0% | 0.3% | 0.8% | -16.1%[46.1 µM] | -3.7% | -1.2% | 0.8% | 6.3% | 0.7% | 0.0% | 0.0
